GRK2 inh: compounds blocking aptamer binding on GRK2 – biochemical, human GRK2, bead flow cytometry, HTS, primary screen | Beta-adrenergic receptor kinase 1 (Homo sapiens), P25098 | FAM-aptamer displacement from GRK2 | inhibition of aptamer binding, % at 10 µM | hit rate 0.59% among 330,000;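 active = inhibition of aptamer binding above 40%, roughly 3 SD of noise, on plates passing a quality check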;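 note: median bead fluorescence of bound FAM aptamer so fluorescent compounds give negative values; no value below 0 was filed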
procasp3 activ: activators of human procaspase-3 D3A mutant, primary screen, biochemical, absorbance, PC-3 D3A mutant, single concentration; Caspase-3 (Homo sapiens), P42574; recombinant procaspase-3 D3A, Ac-DEVD-pNA absorbance 405 nm; activation, % at 8.5 µM; hit rate 0.11% among 330,000;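 active = activation above the mean of all tested compounds plus 3 SD, cut at about 21% in these data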;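 note: 0% = DMSO alone and 100% = DMSO wells spiked with extra 5 µM PC-3 D3A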
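Technique: 405 nm absorbance of p-nitroaniline, reads at 0 and 120 min; Test system: Procaspase-3 D3A mutant; Incubation: 1 h enzyme-compound preincubation, then 2 h substrate reaction, 25 °C; Repeats: singlicate, each compound tested once; Benchmarks: low control DMSO wells, high control DMSO plus 5 µM PC-3 D3A.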
procasp7 counter: procaspase-7 activators, primary screen, counter-screen for procaspase-3 activator project, biochemical, absorbance, HTS, human. Caspase-7 (Homo sapiens), P55210. recombinant procaspase-7, Ac-DEVD-pNA absorbance 405 nm; D23A/D198A/D206A triple mutant, cannot self-cleave; scale: DMSO 0, 5 µM enzyme 100. activation, % at 8.5 µM. hit rate 0.093% among 330,000. AID 463210, 2010;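 active = percent activation above the screen-wide mean plus 3 SD, cut at about 25% in these data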
Target sequence (P55210 whole entry D23A/D198A/D206A): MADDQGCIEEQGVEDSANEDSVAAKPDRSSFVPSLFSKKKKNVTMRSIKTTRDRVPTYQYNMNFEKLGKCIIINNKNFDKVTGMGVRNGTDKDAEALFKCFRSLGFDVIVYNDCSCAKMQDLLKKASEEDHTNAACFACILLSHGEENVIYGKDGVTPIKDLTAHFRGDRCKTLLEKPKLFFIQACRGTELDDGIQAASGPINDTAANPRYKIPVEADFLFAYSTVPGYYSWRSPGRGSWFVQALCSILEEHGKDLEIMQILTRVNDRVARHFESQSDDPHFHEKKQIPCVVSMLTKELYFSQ
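buffer or medium = Zinc-free HEPES/NaCl buffer, pH 7.4 | material = Procaspase-7 triple mutant (PC-7 D3A) | input = 2 µM procaspase-7 mutant as dispensed | signal = Epi-absorbance of released pNA at 405 nm, two timepoints | timing = 1 h preincubation, 2 h reaction | replicates = singlicate compound testing | evaluation = % activation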
* marks the source's active call; other numbers are inactive results.

1	CC(C)(C)OC(=O)C1=C(CO)CS[C@@H]2[C@H](NC(=O)Cc3ccccc3)C(=O)N12
2	CN(C)CCCNC(=O)C[C@H]1C[C@H](C(=O)N2CCOCC2)[C@@]2(CCC3CCCC3)c3[nH]c4cc(-c5ccco5)ccc4c3CCN2C1=O
3	CCN(CC)C(=O)[C@H]1C[C@H](CC(=O)NCc2cccc(C(F)(F)F)c2)C(=O)N2CCc3c([nH]c4ccc(Cl)cc34)[C@]12C
4	CCN1C[C@@H]2[C@@H]3C(=O)N(C)C(=O)[C@@H]3[C@](CC)(C(=O)OC)N2C1=NC
5	CCOC(=O)C1=CNS(=O)(=O)NC1c1ccccc1 (centres undefined)

| entry no. | 1 | 2 | 3 | 4 | 5 |
| --- | --- | --- | --- | --- | --- |
| procasp3 activ | -2.5 | -2.5 | -9.6 | 0.2 | -9.0 |
| GRK2 inh | 0.0 | 0.0 | 1.0 | 0.0 | 0.0 |
| procasp7 counter | 9.8 | -7.0 | 3.0 | -7.2 | 1.9 |

6	O=S(=O)(N[C@H](CO)Cc1ccccc1)c1ccc(Br)cc1F
7	COc1cc2oc(=O)cc(-c3ccc(-c4ccc(O)cc4)cc3)c2c(OC)c1OC
8	COc1ccc2[nH]c3c(c2c1)CCN1C(=O)C(CC(=O)NCc2ccco2)C[C@H](C(=O)N(C(C)C)C(C)C)[C@@]31C (some centres undefined)
9	CCOC(=O)C1=C(C)N(C[C@@H]2CC[C@@H](Cc3ccc(-c4ccccc4)cc3)O2)C(=O)NC1c1ccc(SCc2ccco2)c([N+](=O)[O-])c1 (some centres undefined)
10	Cc1cccc(C2=NN(c3ccccc3)[C@@H](C(=O)N3CCOC3=O)[C@@H]2c2ccc([N+](=O)[O-])cc2)c1

| entry no. | 6 | 7 | 8 | 9 | 10 |
| --- | --- | --- | --- | --- | --- |
| procasp3 activ | 3.6 | 9.1 | 0.1 | -7.1 | 0.7 |
| GRK2 inh | 0.0 | 0.0 | 0.0 | 5.0 | 3.0 |
| procasp7 counter | -4.1 | 8.7 | 12.4 | -5.8 | 2.7 |

11	CC(C)N(C(=O)[C@H]1C[C@H](CC(=O)NCCc2ccccn2)C(=O)N2CCc3c([nH]c4cc(CCC(=O)N(C)C)ccc34)[C@]12C)C(C)C
12	CCOC(=O)C1=CNS(=O)(=O)NC1c1ccc(C#N)cc1 (centres undefined)
13	CCOC(=O)CC[C@H](NC(=O)Cn1cnc2c(NCc3ccccc3)ncnc21)C(=O)OCC
14	COc1ccc(CNC(=O)C[C@H]2C[C@H](C(=O)N3CCCCC3)[C@@]3(C)c4[nH]c5cc(CCC(=O)N(C)C)ccc5c4CCN3C2=O)cc1OC
15	CC(C)=CCC/C(C)=C/CNC(=O)C[C@H]1C[C@H](C(=O)N2CCCCC2)[C@@]2(C)c3[nH]c4ccc(Cl)cc4c3CCN2C1=O

| entry no. | 11 | 12 | 13 | 14 | 15 |
| --- | --- | --- | --- | --- | --- |
| procasp3 activ | -8.7 | -2.2 | -2.8 | -8.1 | -3.2 |
| GRK2 inh | 2.0 | 0.0 | 1.0 | 0.0 | 1.0 |
| procasp7 counter | 4.0 | -9.9 | -5.6 | 5.6 | -13.2 |

Of the compounds above, 3 have a halogen:
3	CCN(CC)C(=O)[C@H]1C[C@H](CC(=O)NCc2cccc(C(F)(F)F)c2)C(=O)N2CCc3c([nH]c4ccc(Cl)cc34)[C@]12C
6	O=S(=O)(N[C@H](CO)Cc1ccccc1)c1ccc(Br)cc1F
15	CC(C)=CCC/C(C)=C/CNC(=O)C[C@H]1C[C@H](C(=O)N2CCCCC2)[C@@]2(C)c3[nH]c4ccc(Cl)cc4c3CCN2C1=O

| entry no. | 3 | 6 | 15 |
| --- | --- | --- | --- |
| procasp3 activ | -9.6 | 3.6 | -3.2 |
| GRK2 inh | 1.0 | 0.0 | 1.0 |
| procasp7 counter | 3.0 | -4.1 | -13.2 |

(list continues)
16	O=C(Cc1cccs1)N[C@@H]1c2ccccc2CC[C@@H]1OCc1ccccc1
17	CCN(CC)C(=O)[C@H]1CC(CC(=O)NCCc2ccccn2)C(=O)N2CCc3c([nH]c4ccc(OC)cc34)[C@]12C (some centres undefined)
18	OC[C@@H]1[C@@H](c2ccc(Cl)cc2)C(c2ccccc2)=NN1c1ccccc1
19	COc1cc(OC)c2c(-c3cccc(-c4ccc(OC)c(OC)c4)c3)cc(=O)oc2c1
20	CN(C)C(=O)CCc1ccc2c3c([nH]c2c1)[C@]1(C)[C@@H](C(=O)N2CCCCC2)C[C@H](CC(=O)NCCc2ccccn2)C(=O)N1CC3
21	COc1cc2c(c(OC)c1OC)C(c1ccc(C)cc1)CC(=O)O2 (centres undefined)
22	COc1ccc(CNC(=O)C[C@H]2C[C@H](C(=O)N3CCOCC3)[C@@]3(CCC4CCCC4)c4[nH]c5ccc(Cl)cc5c4CCN3C2=O)cc1OC
23	CCCCN([C@H](CO)C(C)C)S(=O)(=O)c1ccccc1Br

| entry no. | 16 | 17 | 18 | 19 | 20 | 21 | 22 | 23 |
| --- | --- | --- | --- | --- | --- | --- | --- | --- |
| procasp3 activ | -1.7 | -4.6 | 21.8* | -1.6 | -4.7 | 4.4 | -3.4 | 1.2 |
| GRK2 inh | 3.0 | 0.0 | 0.0 | 0.0 | 3.0 | 3.0 | 2.0 | 0.0 |
| procasp7 counter | -0.1 | -3.4 | 20.2 | 10.3 | 3.4 | -2.3 | 0.5 | -0.8 |

An excerpt of these results, with tabs:
item	SMILES	procasp3 activ	GRK2 inh	procasp7 counter
19	COc1cc(OC)c2c(-c3cccc(-c4ccc(OC)c(OC)c4)c3)cc(=O)oc2c1	-1.6	0.0	10.3
20	CN(C)C(=O)CCc1ccc2c3c([nH]c2c1)[C@]1(C)[C@@H](C(=O)N2CCCCC2)C[C@H](CC(=O)NCCc2ccccn2)C(=O)N1CC3	-4.7	3.0	3.4

This is a subset (hit frequency here may not be typical).
